Compound activity as filed in PubChem.
ERAP1 HTS inh = inhibitors of human ERAP1 aminopeptidase; inhibition, % at 10.7 µM; 340,000 tested, 0.15% active; Q9NZ08; recombinant ERAP1, Leu-AMC fluorescence, 60 min;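 active = mean replicate inhibition of at least 30%, or all replicates individually reaching that 30% level; inactive = mean below 30% and not every replicate reaching it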;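 also: 0% = neutral control wells and 100% = L-leucinethiol positive control wells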
RAD52 anneal inh = RAD52 (human) annealing inhibition. recombinant RAD52 DNA annealing, FRET fluorescence. inhibition, % at 18.7 µM. 360,000 tested, 0.46% active;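 active = every replicate showing at least 50% inhibition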
Target sequence (P43351 whole entry, looked up): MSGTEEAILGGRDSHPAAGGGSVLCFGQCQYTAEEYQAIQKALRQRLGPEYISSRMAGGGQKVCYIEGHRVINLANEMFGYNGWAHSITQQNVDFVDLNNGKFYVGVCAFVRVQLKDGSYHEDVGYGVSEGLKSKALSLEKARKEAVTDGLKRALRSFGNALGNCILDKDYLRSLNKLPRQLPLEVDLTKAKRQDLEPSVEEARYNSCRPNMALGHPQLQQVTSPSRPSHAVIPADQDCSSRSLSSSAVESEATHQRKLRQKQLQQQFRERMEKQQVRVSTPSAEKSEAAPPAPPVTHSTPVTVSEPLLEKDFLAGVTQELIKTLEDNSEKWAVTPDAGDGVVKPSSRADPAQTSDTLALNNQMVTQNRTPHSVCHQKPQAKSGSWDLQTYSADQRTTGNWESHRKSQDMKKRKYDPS
miR-122 sensor = inhibitors of miR-122 in Huh7 cells; Huh7 miR-122 Renilla luciferase sensor, 48 h; neutral wells = 0, positive control = 100; activation (reporter increase), % at 12.5 µM; 340,000 tested, 0.3% active;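 active = mean replicate activation score at least 90 and every replicate individually at or above 90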;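 also: higher luciferase means less miR-122 activity so hits act as miR-122 inhibitors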
Active calls of the source: *. This is a subset (hit frequency here may not be typical).

How did COc1ccc(N(C(=O)c2snc(C(N)=O)c2N)C(C(=O)NC2CCCC2)c2ccc(OC)c(OC)c2)cc1 (stereo not drawn) do in these assays?
ERAP1 HTS inh: 8; RAD52 anneal inh: -8; miR-122 sensor: 15

What do the screens show for `CC(=O)NCCC(=O)Nc1nc2ccc(Oc3ccccc3)cc2s1`?
ERAP1 HTS inh: 0; RAD52 anneal inh: -7; miR-122 sensor: 4

Results for Oc1ccc(N=Cc2cc(Br)c(N3CCOCC3)o2)cc1 ?
ERAP1 HTS inh: -1; RAD52 anneal inh: -26; miR-122 sensor: -14

What do the screens show for `COc1cc(NC(=O)c2ccc(F)cc2)c(OC)cc1NC(=O)CN1CCCCC1`?
ERAP1 HTS inh: -3; RAD52 anneal inh: -3; miR-122 sensor: -8

Results for CCOc1ccc(/C=N/NC(=O)CN2CCCCCCC2)cc1 ?
ERAP1 HTS inh: 3; RAD52 anneal inh: 5; miR-122 sensor: 1

What do the screens show for `CC1CC(C)CN(S(=O)(=O)c2ccc(C(=O)N3CCN(c4ccccc4)CC3)cc2)C1` (stereo not drawn)?
ERAP1 HTS inh: 4; RAD52 anneal inh: 3; miR-122 sensor: -10

What do the screens show for `COc1cccc(NC(=O)Cc2nnc(SCC(=O)NC3CCCCC3)n2C)c1`?
ERAP1 HTS inh: -2; RAD52 anneal inh: 0; miR-122 sensor: 1

What do the screens show for `CC1CCCCN1C(=O)COc1ccc2ccc(=O)oc2c1` (stereo not drawn)?
ERAP1 HTS inh: -5; RAD52 anneal inh: -8; miR-122 sensor: 3

What do the screens show for `N#Cc1nc(-c2cccs2)oc1N1CCN(Cc2ccccc2)CC1`?
ERAP1 HTS inh: -3; RAD52 anneal inh: -10; miR-122 sensor: -8

Results for CCN(c1ccc(NC(=O)c2ccc(Cl)nc2)cc1)C(C)C ?
ERAP1 HTS inh: 1; RAD52 anneal inh: -9; miR-122 sensor: 2

Results for CC(=O)Nc1ccc(NC(=O)CSc2n[nH]c(-c3cccs3)n2)cc1 ?
ERAP1 HTS inh: -1; RAD52 anneal inh: -5; miR-122 sensor: 10

How did Cc1cc(C(=O)COC(=O)c2cccnc2Cl)c(C)n1CC1CCCO1 (stereo not drawn) do in these assays?
ERAP1 HTS inh: -8; RAD52 anneal inh: -15; miR-122 sensor: 6

Results for COc1ccc2c(c1)C(c1ccccc1)=NNC(c1ccco1)=N2 ?
ERAP1 HTS inh: 2; RAD52 anneal inh: -14; miR-122 sensor: 2

Results for O=C(COC(=O)C1CCC1)NCc1ccc(Cl)cc1Cl ?
ERAP1 HTS inh: 0; RAD52 anneal inh: -6; miR-122 sensor: 3

How did CC(=O)c1ccc(NC(=O)c2cccs2)cc1 do in these assays?
ERAP1 HTS inh: 1; RAD52 anneal inh: -5; miR-122 sensor: 0

How did CC(C)CSc1n[nH]c(=S)s1 do in these assays?
ERAP1 HTS inh: 0; RAD52 anneal inh: -11; miR-122 sensor: 6

How did C/C(=N\OCc1ccc(C#N)cc1)c1ccccc1 do in these assays?
ERAP1 HTS inh: -3; RAD52 anneal inh: -9; miR-122 sensor: -7

How did CC(=O)Nc1cccc(NC(=O)CSc2nc3c(=O)n(C)c(=O)n(C)c3n2C)c1 do in these assays?
ERAP1 HTS inh: -1; RAD52 anneal inh: 8; miR-122 sensor: -1

What do the screens show for `CN(C)C(CNC(=O)c1ccc2ccccc2n1)c1ccccc1` (stereo not drawn)?
ERAP1 HTS inh: 5; RAD52 anneal inh: -8; miR-122 sensor: -3

Results for O=C(CN1C(=O)NC2(CCCC2)C1=O)Nc1ccc(F)c([N+](=O)[O-])c1 ?
ERAP1 HTS inh: -3; RAD52 anneal inh: -2; miR-122 sensor: -14

How did CCOC(=O)CON1C(=O)C(=O)N(OCC(=O)OCC)C2CCCCC21 (stereo not drawn) do in these assays?
ERAP1 HTS inh: -2; RAD52 anneal inh: -8; miR-122 sensor: -5

What do the screens show for `Cc1cc(=O)[nH]c2c3ccccc3nn12`?
ERAP1 HTS inh: -3; RAD52 anneal inh: -3; miR-122 sensor: -2

Results for Cc1cnc(C(=O)NCCc2ccc(C(F)(F)F)cc2)cn1 ?
ERAP1 HTS inh: -2; RAD52 anneal inh: -7; miR-122 sensor: -10

What do the screens show for `Cn1c(N)c(C(=O)COC(=O)c2ccc(Cl)nc2)c(=O)n(C)c1=O`?
ERAP1 HTS inh: 1; RAD52 anneal inh: -5; miR-122 sensor: 25

How did Nc1nc(SCC(=O)c2c(N)n(C3CC3)c(=O)[nH]c2=O)n[nH]1 do in these assays?
ERAP1 HTS inh: 5; RAD52 anneal inh: -9; miR-122 sensor: -3

What do the screens show for `CCc1n[n+](CC(=O)c2ccccc2)c(N)s1`?
ERAP1 HTS inh: 1; RAD52 anneal inh: -7; miR-122 sensor: 3

Results for CCCc1cc(=O)[nH]c(SCCN2C(=O)c3ccccc3C2=O)n1 ?
ERAP1 HTS inh: -1; RAD52 anneal inh: 4; miR-122 sensor: 0

How did O=C(Nc1ccccc1F)c1ccn[nH]1 do in these assays?
ERAP1 HTS inh: -4; RAD52 anneal inh: -1; miR-122 sensor: 5

How did CN(C)c1ccc(C=NCC2COc3ccccc3O2)cc1 (stereo not drawn) do in these assays?
ERAP1 HTS inh: -1; RAD52 anneal inh: -5; miR-122 sensor: -14

How did COc1ccccc1NC(=O)CCN1CCN(Cc2ccccc2)CC1 do in these assays?
ERAP1 HTS inh: -1; RAD52 anneal inh: -13; miR-122 sensor: -3

Results for CCCn1c(N)c(N(CCOC)C(=O)c2ccc(F)cc2F)c(=O)[nH]c1=O ?
ERAP1 HTS inh: -2; RAD52 anneal inh: -1; miR-122 sensor: -11

Results for COc1cc(C(=O)OCC(=O)N2CCCCC2C)ccc1OCc1c(C)noc1C (stereo not drawn) ?
ERAP1 HTS inh: 2; RAD52 anneal inh: -20; miR-122 sensor: -8

Results for CCN(CC)S(=O)(=O)c1cccc(-c2n[nH]c(=S)n2C(C)COC)c1 (stereo not drawn) ?
ERAP1 HTS inh: 2; RAD52 anneal inh: -5; miR-122 sensor: -2

How did Cc1ccc(N2CN(Cc3ccco3)CNC2=S)cc1 do in these assays?
ERAP1 HTS inh: 1; RAD52 anneal inh: 1; miR-122 sensor: -13

Results for COc1cc(C(=O)NCC(=O)NC(C)c2ccc(-n3ccnc3)cc2)cc(OC)c1OC (stereo not drawn) ?
ERAP1 HTS inh: 1; RAD52 anneal inh: -6; miR-122 sensor: -6

How did COc1ccccc1Nc1nc(Cl)nc(Nc2ccccc2OC)n1 do in these assays?
ERAP1 HTS inh: -1; RAD52 anneal inh: -3; miR-122 sensor: 0

How did CCOP(=O)(OCC)C(NC(=O)/C=C/c1ccc(OC)cc1)c1ccccc1 (stereo not drawn) do in these assays?
ERAP1 HTS inh: -1; RAD52 anneal inh: -6; miR-122 sensor: 9

How did COc1ccccc1Nc1cc(C)nc2c(C)ccc([N+](=O)[O-])c12 do in these assays?
ERAP1 HTS inh: 6; RAD52 anneal inh: 0; miR-122 sensor: -9

How did O=C(CN1C(=O)NC2(CCCCC2)C1=O)N1CCN(S(=O)(=O)c2ccc(F)c(F)c2F)CC1 do in these assays?
ERAP1 HTS inh: 0; RAD52 anneal inh: -4; miR-122 sensor: 3

What do the screens show for `CCOC(=O)C1CCN(CCC(=O)Nc2ccc(C)c(C)c2)CC1`?
ERAP1 HTS inh: 3; RAD52 anneal inh: -10; miR-122 sensor: -5

What do the screens show for `CC(=O)Nc1ccc(OCCC[n+]2ccccc2)cc1`?
ERAP1 HTS inh: 2; RAD52 anneal inh: 1; miR-122 sensor: -22

What do the screens show for `NC(=O)C(=O)N/N=C/c1c(F)c(F)c(F)c(F)c1F`?
ERAP1 HTS inh: 0; RAD52 anneal inh: -1; miR-122 sensor: -17

How did COc1ccc(Cc2nnc(SCC(=O)NC3CCCCC3)n2C)cc1 do in these assays?
ERAP1 HTS inh: 10; RAD52 anneal inh: 1; miR-122 sensor: 2

How did CC(OC(=O)CCc1nc2ccccc2c(=O)[nH]1)C(=O)NC1CCCC1 (stereo not drawn) do in these assays?
ERAP1 HTS inh: -1; RAD52 anneal inh: 3; miR-122 sensor: -2

How did O=C(CSc1n[nH]c(-c2ccncc2)n1)Nc1ccc(Cl)c(C(=O)O)c1 do in these assays?
ERAP1 HTS inh: -14; RAD52 anneal inh: -10; miR-122 sensor: -10

Results for CCOc1ccc(-c2nnc3ccc(SCC(=O)N4CCN(c5ccccc5)CC4)nn23)cc1 ?
ERAP1 HTS inh: -3; RAD52 anneal inh: 13; miR-122 sensor: 0

Results for Cc1ccc(N(Cc2ccccc2)C(=O)c2cc(S(=O)(=O)N3CCOCC3)ccc2C)cc1 ?
ERAP1 HTS inh: 1; RAD52 anneal inh: -11; miR-122 sensor: 6

Results for O=C(Nc1ccc(N2CCOCC2)cc1)C1CC(O)CN1S(=O)(=O)c1ccc(Cl)cc1 (stereo not drawn) ?
ERAP1 HTS inh: 0; RAD52 anneal inh: -7; miR-122 sensor: 5

Results for Cn1c(CN2CCOCC2)nnc1SCc1cccc(F)c1 ?
ERAP1 HTS inh: 0; RAD52 anneal inh: 1; miR-122 sensor: -8

How did O=C(NCCCN1CCOCC1)c1ccc2c(c1)N(Cc1c(F)cccc1Cl)C(=O)CS2 do in these assays?
ERAP1 HTS inh: -2; RAD52 anneal inh: -29; miR-122 sensor: -13

Results for O=C(Nc1nc2ccccc2s1)NC1CCCCC1 ?
ERAP1 HTS inh: -3; RAD52 anneal inh: 1; miR-122 sensor: 11

How did CCn1c(SCC(=O)NCc2ccccc2)nc2ccccc2c1=O do in these assays?
ERAP1 HTS inh: 9; RAD52 anneal inh: 1; miR-122 sensor: -3

What do the screens show for `CC(C)CC(NC(N)=O)C(=O)NCCc1ccc(Cl)cc1Cl` (stereo not drawn)?
ERAP1 HTS inh: 2; RAD52 anneal inh: -6; miR-122 sensor: -3

Results for CN1CCN(S(=O)(=O)c2cccc(C(=O)Nc3ccccc3N3CCOCC3)c2)CC1 ?
ERAP1 HTS inh: 0; RAD52 anneal inh: -23; miR-122 sensor: 1

Results for Cc1cccc(C)c1-n1c(SCC(=O)Nc2ccc(C(=O)O)cc2)nnc1-c1cccc(S(=O)(=O)N(C)C)c1 ?
ERAP1 HTS inh: -4; RAD52 anneal inh: -8; miR-122 sensor: 12

How did CCOc1ccc(NC(=O)c2sc(NC(C)=O)c(C(=O)OC)c2C)cc1 do in these assays?
ERAP1 HTS inh: -1; RAD52 anneal inh: -6; miR-122 sensor: -5

How did O=C(OCC(=O)N1CCc2ccccc21)c1nc(Cl)ccc1Cl do in these assays?
ERAP1 HTS inh: 2; RAD52 anneal inh: -16; miR-122 sensor: 5

How did CCOC(=O)c1c(C)[n+]([O-])c2ccc3c(non3O)c12 do in these assays?
ERAP1 HTS inh: 2; RAD52 anneal inh: -7; miR-122 sensor: -11

What do the screens show for `NC(=O)c1ccccc1NC(=O)COc1ccc2c(c1)OCO2`?
ERAP1 HTS inh: -4; RAD52 anneal inh: -13; miR-122 sensor: -9

How did Cc1cc(C)c(C)c(S(=O)(=O)NCc2ccncc2)c1C do in these assays?
ERAP1 HTS inh: 0; RAD52 anneal inh: -10; miR-122 sensor: 122*

Nothing new here: six of the compounds above.
Results for Cc1cccc(C)c1-n1c(SCC(=O)Nc2ccc(C(=O)O)cc2)nnc1-c1cccc(S(=O)(=O)N(C)C)c1 ?
ERAP1 HTS inh: -4; RAD52 anneal inh: -8; miR-122 sensor: 12

How did CCOc1ccc(NC(=O)c2sc(NC(C)=O)c(C(=O)OC)c2C)cc1 do in these assays?
ERAP1 HTS inh: -1; RAD52 anneal inh: -6; miR-122 sensor: -5

How did O=C(OCC(=O)N1CCc2ccccc21)c1nc(Cl)ccc1Cl do in these assays?
ERAP1 HTS inh: 2; RAD52 anneal inh: -16; miR-122 sensor: 5

How did CCOC(=O)c1c(C)[n+]([O-])c2ccc3c(non3O)c12 do in these assays?
ERAP1 HTS inh: 2; RAD52 anneal inh: -7; miR-122 sensor: -11

What do the screens show for `NC(=O)c1ccccc1NC(=O)COc1ccc2c(c1)OCO2`?
ERAP1 HTS inh: -4; RAD52 anneal inh: -13; miR-122 sensor: -9

How did Cc1cc(C)c(C)c(S(=O)(=O)NCc2ccncc2)c1C do in these assays?
ERAP1 HTS inh: 0; RAD52 anneal inh: -10; miR-122 sensor: 122*

(more compounds)
Results for O=C(CSc1nnc(-c2ccc(F)cc2)o1)NC1CCCCC1 ?
ERAP1 HTS inh: -1; RAD52 anneal inh: -12; miR-122 sensor: -24

What do the screens show for `CCN1CCN(C(=O)c2ccc(-c3nc4ccccc4s3)s2)CC1`?
ERAP1 HTS inh: 2; RAD52 anneal inh: -2; miR-122 sensor: -2

How did CC(NCc1ccco1)C(=O)N1CCc2ccccc2C1 (stereo not drawn) do in these assays?
ERAP1 HTS inh: -2; RAD52 anneal inh: -31; miR-122 sensor: -3

Results for O=C(CCN1C(=O)/C(=C/C=C/c2ccccc2)SC1=S)Nc1cccnc1 ?
ERAP1 HTS inh: -3; RAD52 anneal inh: -65; miR-122 sensor: 2

What do the screens show for `CCCCCCSC1=C(C#N)C(c2ccccc2)CC(=O)N1` (stereo not drawn)?
ERAP1 HTS inh: -4; RAD52 anneal inh: -10; miR-122 sensor: -3

Results for CC(OC(=O)[C@H](C)NC(=O)c1ccccc1Cl)C(=O)NCc1ccc2c(c1)OCO2 (stereo partly drawn) ?
ERAP1 HTS inh: 0; RAD52 anneal inh: -4; miR-122 sensor: 1

How did CCOC(=O)N1CCN(C(=O)c2ccc(OC)c(S(=O)(=O)N3CCOCC3)c2)CC1 do in these assays?
ERAP1 HTS inh: 0; RAD52 anneal inh: -9; miR-122 sensor: -12

What do the screens show for `O=[N+]([O-])c1ccc2nc(NS(=O)(=O)c3ccc(F)cc3)sc2c1`?
ERAP1 HTS inh: 0; RAD52 anneal inh: -32; miR-122 sensor: -7

How did S=C(Nc1cccnc1)N1CCN(c2ccccc2Cl)CC1 do in these assays?
ERAP1 HTS inh: 1; RAD52 anneal inh: -12; miR-122 sensor: -7
